# Screening results: PubChem BioAssay, Sanford-Burnham Center for Chemical Genomics
# NR3A LBD binder: binders of NR3A ligand-binding domain, primary screen, biophysical, differential scanning fluorimetry, uHTS; Glutamate receptor ionotropic, NMDA 3A (GRIN3A) ligand-binding domain; NR3A LBD differential scanning fluorimetry, Tm shift; 0% = protein alone, 100% = glycine-bound protein; Tm shift relative to glycine control, % at 25 µM; 340,000 tested, 2.5% active; AID 1259313, 2017;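 active means melting temperature shift of at least 10% of the positive control shift, at one fixed dose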
# APJ ag: agonists of human apelin receptor APJ, primary screen, CHO-K1 cells, PathHunter beta-arrestin, luminescence; 330,000 tested, 0.11% active; 0% DMSO wells, 100% apelin; activation, % at 20 µM; P35414;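 active means activation more than six SD over the plate average, tested at 20 µM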;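 further: 0% = DMSO alone and 100% = apelin-13 at 10 nM; some results filed as inactive read as strong as hits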
# Target sequence (P35414 whole entry, looked up): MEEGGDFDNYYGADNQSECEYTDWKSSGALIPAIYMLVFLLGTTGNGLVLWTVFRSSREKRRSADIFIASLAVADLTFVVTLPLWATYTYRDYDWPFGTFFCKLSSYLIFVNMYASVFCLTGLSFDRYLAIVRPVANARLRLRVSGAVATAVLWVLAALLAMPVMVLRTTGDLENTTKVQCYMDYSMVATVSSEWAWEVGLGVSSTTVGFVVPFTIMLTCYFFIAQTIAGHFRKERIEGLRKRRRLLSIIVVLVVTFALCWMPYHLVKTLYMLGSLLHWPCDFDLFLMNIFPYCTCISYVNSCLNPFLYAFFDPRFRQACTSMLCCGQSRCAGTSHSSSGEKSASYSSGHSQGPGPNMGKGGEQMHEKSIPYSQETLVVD
#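 assay system = CHO-K1 APJ beta-arrestin complementation cell line | input = cell density 1000 per well | dosing = compound 20 µM once, DMSO 1% | timing = compound 90 min 25 °C, reagent 1 h | measured by = luminescence from split beta-galactosidase complementation, Galacton Star/Emerald II substrate | read-out basis = APJ agonist activity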
# TIM10 inh: growth inhibitors of isogenic TIM10 control yeast, primary screen, counter-screen for tim10-1 yeast inhibitor project, luminescence, uHTS | 330,000 tested, 1.4% active | inhibition, % at 10 µM | S. cerevisiae TIM10 strain growth, BacTiter-Glo luminescence, 24 h;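 active means inhibition of 40% or more at the single tested concentration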;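 further: wild-type TIM10 isogenic control strain grown at permissive 25 °C; 0% = DMSO yeast wells and 100% = minimal medium wells without yeast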
# NALP3 yeast inh: NALP3 inflammasome inhibitors in reconstituted yeast, primary screen, luminescence, uHTS; Yeast reconstituted NLRP3/ASC/caspase-1, beta-gal luminescence, 24 h; inhibition, % at 10 µM; 330,000 tested, 0.39% active;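 active means inhibition of 50% or more; inactive means inhibition below 50%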;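 further: plate controls were induced DMSO wells for no effect and uninduced yeast grown without galactose for full effect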
# tim10-1 inh: growth inhibitors of tim10-1 mutant yeast, primary screen, luminescence, uHTS | S. cerevisiae tim10-1 ts strain growth, BacTiter-Glo, 24 h | inhibition, % at 20 µM | 330,000 tested, 2.2% active | AID 463190, 2010;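 active means inhibition of at least 40%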;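 further: mutant grown at 25 °C; 0% = DMSO wells with yeast and 100% = wells holding no yeast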
# MPTP inh: mitochondrial permeability transition pore inhibitors, primary screen, biochemical, isolated mouse mitochondria, absorbance; AID 602449, 2012; 360,000 tested, 1.4% active; inhibition, % at 10 µM; Ca2+ swelling absorbance, 30 min;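 active means inhibition of 50% or more, scaled per plate between neutral and stimulator controls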;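 further: 0% = DMSO wells given calcium and 100% = 1 mM EGTA wells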
# tim23-1 inh: growth inhibitors of tim23-1 mutant yeast, primary screen, luminescence, uHTS; S. cerevisiae tim23-1 growth, BacTiter-Glo luminescence, 24 h; inhibition, % at 20 µM; 330,000 tested, 1.3% active;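 active means growth inhibition of the mutant yeast at or above 50%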;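 further: temperature-sensitive mutant grown at 25 °C; plate controls were DMSO-treated mutant yeast for no effect and medium wells lacking yeast for full effect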
# APJ antag: antagonists of human apelin receptor APJ, primary screen, CHO-K1 cells, beta-arrestin complementation, luminescence; P35414; inhibition, % at 20 µM; 330,000 tested, 0.32% active; AID 2521, 2010;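 active means inhibition above about 40% at 20 µM, limit read from the data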;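 further: cells challenged with 10 nM apelin-13 agonist together with compound; plate controls were apelin-13 plus DMSO wells for no effect and DMSO wells lacking apelin-13 for full effect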
# beta cell repl: inducers of MIN6 beta-cell proliferation, primary screen, ATP luminescence, uHTS; MIN6 cells proliferation, ATPlite luminescence, 48 h; cells starved in 0.2% serum; 100% = growth in 10% serum; proliferation, % at 10 µM; 330,000 tested, 0.29% active; AID 2380, 2010;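 active means compounds whose signal lies at least 3.5 SD above the mean of all wells on their plate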;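 further: 0% = DMSO-treated cells in low-serum medium and 100% = 10% serum control; some compounds called inactive have numbers as strong as hits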
# * hit, by the source's call.
SMILES,NR3A LBD binder,APJ ag,TIM10 inh,NALP3 yeast inh,tim10-1 inh,MPTP inh,tim23-1 inh,APJ antag,beta cell repl
CCOc1cccc(N(C(=O)CNC(=O)c2ccco2)C(C(=O)NCC2CCCO2)c2ccccc2)c1 (stereo unspecified),1.1,0.3,-8.5,5.6,1.3,0.3,14.4,-2.1,0.0
O=C(O)CCc1nn2c3ccccc3n(CCO)c2nc1=O,-4.3,-3.3,5.0,-24.9,11.3,2.6,-1.1,-0.2,0.3
CCN1CCN(C(=S)NCc2ccc(C)cc2)CC1,-0.2,0.7,3.8,22.6,7.0,0.4,15.2,2.0,0.0
O=C(COc1ccc([N+](=O)[O-])cc1)Nc1ccc(S(=O)(=O)N2CCOCC2)cc1,-0.2,-4.0,34.3,11.3,17.5,1.2,28.7,6.9,-1.0
Cn1c(CN2CCCC2)nc2cc(NS(=O)(=O)c3ccccc3)ccc21,0.8,4.6,0.2,17.2,-7.5,0.0,-4.4,1.5,-0.6
CC1=C(C)CC(C(=O)NCCCN2CCCC2=O)C(C(=O)O)C1 (stereo unspecified),-3.1,6.3,3.0,5.1,-11.7,-0.3,-2.5,-2.8,4.2
CN(C)CCCC(=O)c1ccc2c(c1)OCO2,0.1,-2.1,-1.1,2.2,-4.5,18.0,4.3,0.6,-0.6
COc1ccc(CCNC(=O)CSc2ccc(Br)cc2)cc1OC,-1.6,-2.1,-6.0,15.3,12.4,1.3,20.7,6.6,-1.9
Cc1ccc(C(=O)NCCc2nnc3c(C(F)(F)F)cc(Cl)cn23)o1,0.5,1.6,-10.3,7.4,-4.2,-2.8,-6.2,1.9,-0.4
CCc1ccc(C(=O)COC(=O)CNC(=O)c2cccs2)cc1,-0.9,-0.4,5.9,-3.3,17.2,-0.3,16.3,-16.5,-1.4
Cc1cc(C)nc(Nc2n[nH]c(COc3ccccc3)n2)n1,-2.2,-1.2,-15.6,22.8,-2.8,-0.5,2.0,-13.5,-2.2
C=CCn1c(SCC(=O)Nc2ncc(Cc3cc(C(F)(F)F)ccc3Cl)s2)nnc1-c1ccncc1,3.0,-1.3,-1.6,7.5,-6.1,-0.9,-3.2,6.8,-2.2
O=C(Nc1cnc2ccccc2c1)c1cccnc1,0.8,-4.1,-2.7,12.4,-9.7,-2.0,-13.9,-2.9,-5.3
COc1ccc(C2Nc3ccccc3C(=O)N2c2ccccc2)cc1CN1CCOCC1 (stereo unspecified),0.0,-2.5,3.4,-4.2,2.0,0.6,11.5,-20.7,-1.5
CCOc1ccccc1NC(=O)C(CC)Sc1nc2ccncc2[nH]1 (stereo unspecified),-1.4,-3.2,1.0,2.2,6.7,-1.1,2.6,-2.5,0.4
C=C(C)CSc1nc2ncccc2[nH]1,-1.3,-1.2,4.7,5.7,-17.7,4.5,3.5,5.6,-1.1
O=C(NCCc1ccco1)C(=O)NCC1OCCCN1S(=O)(=O)c1ccccc1 (stereo unspecified),-2.7,-4.7,2.3,16.1,4.1,-0.4,10.7,5.6,-3.1
O=C(COC(=O)c1nc(Cl)c(Cl)c(Cl)c1Cl)c1ccc[nH]1,-0.5,-1.8,-21.5,5.4,4.1,-1.9,17.9,9.1,-7.7
Cc1cccc2c1Sc1ccccc1CC2=O,-2.7,1.4,-8.0,38.1,-20.7,1.8,-3.9,20.4,0.6
OCc1c[nH]c(=S)n1CCOc1cccc(C(F)(F)F)c1,-0.2,1.2,-1.7,19.5,-7.1,1.1,5.6,-12.1,-2.7
O=C(Nc1ccc(N2CCCC2)c(Cl)c1)c1ccc(Br)o1,-30.1,-1.2,9.5,24.3,21.5,1.1,27.3,1.6,-4.1
COCCn1c(SCc2ccccc2)nc2c1c(=O)[nH]c(=O)n2C,-8.5,-2.4,15.2,4.2,3.9,-1.3,15.4,10.3,1.5
COc1ccc(C(=O)NC2CC2)cc1OC1CCN(Cc2cc(C)c(C)cc2C)CC1,102.5*,-9.8,3.2,14.0,12.9,-0.3,16.1,18.4,-4.9
CSC1=C(C#N)C(c2ccc(C(C)C)cc2)CC(=O)N1 (stereo unspecified),-2.2,-2.9,2.2,17.9,13.3,1.7,15.3,20.7,1.6
CC1CCCC(NC(=O)Cc2ccc(Br)cc2)C1C (stereo unspecified),-1.2,1.3,14.3,11.0,15.2,-0.4,11.6,16.0,-4.0
COc1cccc(/C=N/NC(=O)Cn2nc(C)c([N+](=O)[O-])c2C)c1O,-10.2,-1.6,9.6,-5.8,10.5,1.3,-5.2,-8.7,-2.2
CCOC(=O)c1ccc(NC(=O)CN2C(=O)C(=O)N(CC(C)C)C2=O)cc1,-18.3,-2.0,-0.9,-2.4,13.2,3.6,21.3,-0.2,-1.7
COc1ccccc1Cn1c(=S)[nH]c2cc(C(=O)N3CCCC3)ccc2c1=O,1.2,-2.1,4.1,22.1,3.8,-0.8,-19.2,-22.2,0.6
O=C(CSc1ccccc1)N1CCN(S(=O)(=O)c2ccccc2F)CC1,1.4,0.2,3.3,9.5,-2.2,1.3,15.8,15.6,-0.2
COc1ccc(CCn2c(C)nc3ccccc3c2=O)cc1OC,-1.8,1.1,16.0,0.0,16.2,2.7,-5.4,-2.3,0.4

# Shown with tabs: part of the list above.
Compound	NR3A LBD binder	APJ ag	TIM10 inh	NALP3 yeast inh	tim10-1 inh	MPTP inh	tim23-1 inh	APJ antag	beta cell repl
CSC1=C(C#N)C(c2ccc(C(C)C)cc2)CC(=O)N1 (stereo unspecified)	-2.2	-2.9	2.2	17.9	13.3	1.7	15.3	20.7	1.6
CC1CCCC(NC(=O)Cc2ccc(Br)cc2)C1C (stereo unspecified)	-1.2	1.3	14.3	11.0	15.2	-0.4	11.6	16.0	-4.0
COc1cccc(/C=N/NC(=O)Cn2nc(C)c([N+](=O)[O-])c2C)c1O	-10.2	-1.6	9.6	-5.8	10.5	1.3	-5.2	-8.7	-2.2
CCOC(=O)c1ccc(NC(=O)CN2C(=O)C(=O)N(CC(C)C)C2=O)cc1	-18.3	-2.0	-0.9	-2.4	13.2	3.6	21.3	-0.2	-1.7

# (continued)
SMILES,NR3A LBD binder,APJ ag,TIM10 inh,NALP3 yeast inh,tim10-1 inh,MPTP inh,tim23-1 inh,APJ antag,beta cell repl
c1ccc(Cn2cc(CSc3ccccc3)nn2)cc1,-1.0,2.5,-11.9,27.9,17.4,0.8,-12.0,8.0,0.8
Cc1ncc(CN2CCC(CO)(CCOc3ccccc3)CC2)s1,-1.3,-2.7,-41.4,14.7,-33.0,1.2,-5.1,-12.5,-2.3
OCC[C@@H]1C[C@@H](O)[C@H](O)[C@]2(CCCCO2)O1,-2.1,-4.7,4.4,4.4,3.6,-2.2,5.9,-13.7,0.5
CCc1ccc(/C=C/C(=O)c2cc(Br)ccc(=O)c2O)cc1,-3.4,-1.6,15.5,15.0,17.9,3.9,11.5,12.0,-5.6
O=S(=O)(Nc1cccc2ncccc12)c1cccs1,-1.3,-14.4,43.4*,-4.9,30.8,0.2,39.7,87.5*,-6.0
Cc1ccc(O)c(CNc2ccc(S(=O)(=O)Nc3nccs3)cc2)c1,-4.2,-1.6,4.7,5.0,0.5,-0.2,16.2,0.1,-3.7
Cc1ccsc1CN(C)C(=O)C(NC(=O)c1cccc(S(=O)(=O)N2CCOCC2)c1)C(C)C (stereo unspecified),1.7,-3.9,19.4,7.6,24.8,-0.6,21.8,17.9,-1.1
CCn1cnnc1SCC(=O)Nc1ccccc1C(=O)NC1CC1,-0.6,0.4,-3.8,5.6,1.0,-1.4,8.8,6.7,-3.9
Cc1[nH]n(-c2ccccc2)c(=O)c1C(C[N+](=O)[O-])c1ccccc1Cl (stereo unspecified),-1.7,-1.8,44.4*,27.3,60.9*,4.2,74.2*,-3.9,-3.5
Cc1ccc(SCCC(=O)Nc2ccccc2C(=O)N2CCOCC2)cc1,-5.7,-0.8,-16.9,-2.5,26.6,-1.5,6.0,-12.0,-0.8
O=C(NCCN1CCOCC1)c1ccc2ccccc2n1,-1.2,0.7,1.8,1.0,-2.5,-0.1,8.2,8.4,1.0
CNC(=O)C1CC(=O)N(Cc2ccc3c(c2)OCO3)C(=Nc2ccc(OC)cc2)S1 (stereo unspecified),0.5,-6.8,4.6,0.2,-3.7,-0.8,3.4,-2.3,-1.9
O=C(NCc1cccs1)c1cccc(N2CCCC2=O)c1,-0.9,-4.2,2.0,18.5,1.8,-1.4,1.5,1.6,-2.0
c1ccc(N2CCN(Cc3ccnc4ccccc34)CC2)cc1,3.5,-0.6,7.3,0.6,4.0,28.8,3.1,-11.8,-4.2
CCc1ccc(NC2=CC(=O)CC(C)(C)C2)cc1,0.9,1.0,-12.9,19.0,26.6,-1.1,20.3,2.4,-0.1
O=C(NCC1CCCN(Cc2ccc3nonc3c2)C1)c1ccc(F)cc1 (stereo unspecified),0.8,-2.5,-6.2,8.6,-8.0,-0.9,-11.4,9.2,-2.4
CC1CCCN(C(=O)Cn2nnc(-c3ccccc3F)n2)C1 (stereo unspecified),0.5,-1.8,-0.6,-1.3,0.0,3.4,-4.1,-7.5,-1.5
O=C(CC(=O)Nc1ccc(Cl)c(Cl)c1)N/N=C/c1ccc(O)cc1,3.3,2.0,-3.7,16.6,2.3,1.0,1.3,-19.7,0.0
O=C(c1ccc2ncsc2c1)N1CCCCC1,0.1,-3.7,-12.0,9.9,6.6,-0.1,-5.6,-5.7,-0.6
COc1ccc(NC(=O)CC2C(=O)NCCN2C(=O)c2ccc(Cl)cc2)cc1 (stereo unspecified),-0.1,0.0,-8.8,-1.7,-11.9,0.9,1.0,-11.9,-3.5
CN(CC(=O)Nc1ccccc1N1CCOCC1)S(=O)(=O)c1ccc(F)cc1,-5.5,-1.3,12.9,-6.3,26.0,0.2,3.6,5.9,-2.0
CNC(C)C(=O)NC(C(=O)N1CCCC1C(=O)Nc1ccc2ncccc2c1)C(C)C (stereo unspecified),0.2,-2.6,-0.9,10.3,-10.1,-0.7,-15.5,4.3,-3.0
Cc1ccc(OCc2cccc(S(=O)(=O)N(C)C)c2)c([N+](=O)[O-])n1,0.4,0.1,8.2,3.0,26.9,-1.2,24.7,10.9,-0.9
COc1ccc(/C=N/n2nnnc2N)cc1OC,-2.1,-2.1,-28.3,17.2,-9.4,0.5,5.1,10.7,-1.1
CC(=O)Nc1ccc(NC(=O)COc2ccc(-c3ccc(C#N)cc3)cc2)cc1,0.8,-1.0,-14.6,12.1,-14.3,-0.1,-1.1,13.3,9.2
Cc1nc(Nc2ccc(S(N)(=O)=O)cc2)sc1-c1ccccc1,16.4*,1.8,14.7,-0.6,15.9,1.6,-0.9,2.4,-0.2
Cc1ccc(NC(=O)c2cc(C)n(-c3cccc(C)c3)c2C)cc1,-0.7,-3.0,33.8,18.1,15.6,3.2,43.4,15.7,-4.6
COc1cccc(CNC(=O)Cc2ccc(OC)c(S(=O)(=O)N3CCOCC3)c2)c1,0.5,-6.2,-1.8,1.4,2.4,-0.8,-3.9,7.7,-1.7
Cc1cc(C)cc(N(CC(=O)NCC2CCCO2)C(=O)CCC(=O)Nc2cc(C)on2)c1 (stereo unspecified),0.9,-5.5,16.8,11.4,10.7,-0.7,12.4,8.9,0.0
CN1C(=O)/C(=C/c2coc3ccc(O)cc3c2=O)SC1=S,2.1,-2.7,-1.7,26.7,4.0,3.5,-15.7,26.2,-3.2
